# XIAP displacement = small molecules displacing peptide from XIAP – biochemical, IAP family, fluorescence polarization (AID 1018); 0.007% of 200,000 active; displacement, % at 20 µM, or IC50 in µM where a hit was titrated; XIAP BIR domain, fluorescence polarization peptide displacement; higher % means a stronger effect; in the data active means displacement above about 50%; further: a part of the inactive calls stands beside numbers as strong as those of hits
# M1AAP inhibition = P. falciparum M1AAP inhibitors, biochemical, fluorogenic H-Leu-NHMec substrate, 1536-well (AID 1445); recombinant M1AAP, H-Leu-NHMec fluorogenic kinetic assay; higher % means a stronger effect; one-dose inhibition, % at 30 µM; IC50 in µM for titrated hits; 0.42% of 220,000 active;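 active means primary inhibition above the hit cutoff, then over 50% inhibition at one or more dose response concentrations, cut at about 23% in these data, passing the limit was not always enough; inconclusive means conflicting primary data, or primary hits not chosen for dose response; inactive means low primary inhibition, or under 50% at every dose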;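 further: plate controls were DMSO full reaction for no effect and no enzyme background for full effect; strong numbers were not always called active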
# Dynein cargo inh = blocks dynein driven cargo transport along microtubules | 3617.4 mouse cells, GR-EGFP nuclear translocation imaging; test concentration mostly 20 µM; stimulated with dexamethasone, 1 µM; active compounds read low | 0.47% of 220,000 active | z-score, hits read low | AID 1381;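 active means plate z-score of nuclear minus cytoplasmic receptor signal below a set negative limit, without overly bright fluorescence or cell loss, cut at about -3.5 in these data, passing the limit was not always enough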;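 further: z-score of nuclear minus cytoplasmic ring GR-EGFP intensity difference per well; some compounds called inactive have numbers as strong as hits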
#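 Also added – dexamethasone, 1.0 µM final · Buffer or medium – tet-free, stripped-serum medium · Schedule – induction 48 h, compound 1 h, agonist 30 min · Detection – formaldehyde fixation, Hoechst nuclear stain, 10x automated fluorescence imaging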
# Siah-1 displacement = blockers of Siah-1 interaction with plectin peptide – biochemical, fluorescence polarization, rhodamine-plectin, uHTS, primary screen (AID 1817). Siah-1 / rhodamine-plectin peptide fluorescence polarization; higher % means a stronger effect. 0.02% of 290,000 active. displacement, % at 20 µM; hits with a dose series show IC50 in µM;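 active means displacement of at least 50% at 20 µM, with a fluorescence ratio check between 0.3 and a set limit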;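 further: plate controls were Siah plus tracer with DMSO for no effect and tracer alone without Siah for full effect; strong numbers were not always called active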
# LYP inhibition = PTPN22 lymphoid phosphatase activity blockers – biochemical, fluorescence intensity, uHTS (AID 1779) | recombinant LYP phosphatase, fluorescence intensity; higher % means a stronger effect | inhibition, % at 11.5 µM, or IC50 in µM where a hit was titrated | 0.054% of 290,000 active;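 further: plate controls were vehicle with enzyme for no effect and no enzyme for full effect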
# PMI inhibitors = MPI enzyme activity inhibition – biochemical, fluorescence intensity, coupled assay, primary screen (AID 1209) | purified PMI enzyme, coupled fluorescence intensity; higher % means a stronger effect | inhibition, % at 20 µM; hits with a dose series show IC50 in µM | 0.42% of 190,000 active;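 further: plate controls were DMSO vehicle for no effect and wells lacking substrate for full effect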
# AID2073 = disruptors of CaV2.2 binding to Mint1 – biochemical, HTRF (AID 2073). HTRF protein-protein interaction, Mint1-CaV2.2; higher % means a stronger effect. inhibition, % at 20 µM, or IC50 in µM where a hit was titrated. 0.19% of 290,000 active; in the data active means inhibition mostly above about 51%, no sharp cut-off; inconclusive means no clear call, values can overlap the other calls; inactive means mostly below about 53%; further: some results filed as inactive read as strong as hits
# human PMI inhibitors = human PMI inhibitors, high substrate, primary screen, biochemical, fluorescence intensity, high mannose 6-phosphate (AID 1220). recombinant PMI enzyme, coupled fluorescence intensity; higher % means a stronger effect. inhibition, % at 20 µM, or IC50 in µM where a hit was titrated. 0.66% of 190,000 active
# P. falciparum M17LAP = P. falciparum M17LAP inhibitors, primary screen, biochemical, fluorogenic H-Leu-NHMec substrate, 1536-well (AID 1619) | recombinant M17LAP, H-Leu-NHMec fluorogenic kinetic assay; higher % means a stronger effect | 0.38% of 220,000 active | one-dose inhibition, % at 30 µM; IC50 in µM for titrated hits;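 active means compound inhibiting the enzyme by more than half at any dose during confirmatory dose-response retesting; inconclusive means strong single-dose inhibitors picked by rank but not retested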;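 further: plate controls were full reaction with DMSO carrier for no effect and no enzyme background for full effect; strong numbers were not always called active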
# Dynein cargo inh cytoplasmic EGFP = recorded beside Dynein cargo inh, whose call it bears; z-score; measured here: cytoplasmic GR-EGFP intensity; active compounds read high
# Dynein cargo inh nuclear GR-EGFP = also measured in Dynein cargo inh; calls as there; z-score; measured here: nuclear GR-EGFP intensity;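 lower value marks the stronger effect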
# Dynein cargo inh cell count = second read-out of Dynein cargo inh, no call of its own (marks repeat the call); z-score; measured here: cell count per field
# An asterisk follows results filed as active; u = inconclusive; x = no result given. Unless noted, no stated cut-off is given here; in the data, active means inhibition above about 50%; inactive means the rest.
XIAP displacement	M1AAP inhibition	Dynein cargo inh	Dynein cargo inh cytoplasmic EGFP	Dynein cargo inh nuclear GR-EGFP	Dynein cargo inh cell count	Siah-1 displacement	LYP inhibition	PMI inhibitors	AID2073	human PMI inhibitors	P. falciparum M17LAP	SMILES
-2.6%	2%	4.3	-0.17	1.5	-1	2%	0%	14%	-17%	8%	8%	CCN(CC)C(=O)CSc1nnc(CNc2ccc(F)cc2)n1Cc1ccco1
-6.3%	0%	1.5	-0.11	0.72	-1.6	-7%	-4%	-14%	-7%	-16%	-2%	CCNC(=O)COC(=O)/C=C/c1ccccc1[N+](=O)[O-]
-14%	1%	0.49	-0.3	0.25	-0.012	6%	-6%	0%	-14%	3%	4%	Cc1c(NC(=O)C(C)N2C(=O)C3CCCCC3C2=O)c(=O)n(-c2ccccc2)n1C (stereo unspecified)
-11%	9%	1.3	0.031	1.8	-1.8	-2%	-3%	13%	2%	3%	14%	O=C(CN1C(=O)/C(=C/c2ccccc2)SC1=S)Nc1ncc(Cc2ccccc2)s1
x	6%	-1	-0.28	-0.092	1.8	-1%	-16%	x	23%	x	-17%	Cc1cccc(-c2nc(C#N)c(NCC3CCCO3)o2)c1 (stereo unspecified)
-1.7%	-1%	-0.9	-0.36	-0.18	0.66	3%	5%	7%	-4%	6%	-2%	Cc1ccc(/C=C/S(=O)(=O)Nc2ccc(C)cc2)cc1
-3.8%	3%	-2	-0.15	-0.49	1	9%	-3%	-7%	18%	-26%	0%	S=c1[nH]nc(-c2ccccn2)n1/N=C/c1ccc(-c2ccccc2Br)o1
-8.9%	-1%	-0.15	-0.29	0.38	0.15	2%	-4%	-14%	4%	-5%	-2%	CC1(C)O[C@H]2OC([C@H](O)CON3C(=O)c4ccccc4C3=O)[C@H](O)[C@H]2O1 (stereo partly specified)
-5.2%	8%	0.031	-0.21	0.044	0.095	1%	-8%	-3%	-1%	5%	-1%	Brc1ccc(-c2noc(CCc3ccccc3)n2)o1
x	4%	1.2	-0.26	0.17	-0.65	0%	-5%	x	-2%	x	1%	Fc1ccc(CSc2nnc(-c3ccco3)o2)cc1
-4.2%	0%	0.69	-0.27	-0.032	0.058	13%	-6%	15%	4%	4%	10%	CCOC(=O)c1ccc(N2CCN(C(C)=O)CC2)c(NC(=O)c2cccnc2)c1
-5.7%	1%	-0.87	-0.35	-0.21	0.71	-3%	1%	-12%	6%	-13%	-5%	c1ccc(-c2nnsc2-c2ncc[nH]2)cc1
-2.7%	12%	1.8	-0.081	1.1	-1.3	6%	-3%	5%	3%	5%	-2%	Cc1oc(-c2ccccc2F)nc1CS(=O)(=O)CC(=O)NC1CCCC1
-7.3%	-1%	-0.92	-0.24	-0.35	0.86	24%	-4%	11%	38%	4%	-2%	NS(=O)(=O)c1ccc(NC(=S)Nc2ccc(C(=O)N3CCCCC3)cc2)cc1
-1.3%	5%	-0.016	-0.14	-0.11	0.44	0%	-1%	-4%	-3%	2%	1%	O=C(CSc1ccccc1)Nc1nccs1
x	6%	0.073	-0.24	-0.22	-0.25	0%	-4%	x	-28%	x	1%	CCOC(=O)C1=C(C)NC(=S)NC1c1ccco1 (stereo unspecified)
-9.9%	10%	-0.3	-0.29	-0.31	0.33	-7%	-10%	11%	2%	6%	1%	Cn1c(=NC(=O)c2ccc(S(=O)(=O)N3CCCc4ccccc43)cc2)sc2cc(S(C)(=O)=O)ccc21
-7.4%	2%	-0.67	-0.33	-0.13	0.13	2%	2%	6%	5%	5%	0%	CC(C)(C)CC(=O)Nc1nnc(SCC(=O)NCc2cccs2)s1
-3.1%	6%	-1.2	-0.33	-0.27	0.51	-5%	-5%	-39%	29%	-83%	2%	FC(F)Oc1ccc(-c2csc(NNC3=NCCCCC3)n2)cc1
-8.3%	17%	1.4	0.1	1.3	-1.8	-1%	8%	19%	18%	5%	-4%	Cc1ccc(CNC(=O)C2CCN(S(=O)(=O)c3c(C)noc3/C=C/c3ccco3)CC2)cc1
-3.8%	-6%	-0.32	-0.13	-0.09	0.14	-3%	0%	3%	6%	8%	7%	COc1cccc(C2C(C#N)=C(N)Oc3cc(C)n(Cc4ccco4)c(=O)c32)c1 (stereo unspecified)
x	5%	2.5	-0.094	0.97	-2.3	-2%	2%	x	11%	x	24%	O=C(O)c1ccccc1-c1ccccc1C(=O)Nc1nc2ccccc2s1
-3.5%	3%	-0.18	-0.23	0.077	0.58	0%	-6%	-1%	-9%	0%	9.8µM*	CCCc1cc(=O)[nH]c(SCC(=O)N(C)CC(=O)Nc2ccc(C)cc2)n1
-4.8%	6%	-0.19	-0.15	-0.1	0.17	5%	-9%	10%	19%	0%	8%	CCCCOc1ccc(C(C)NC(=O)CCS(=O)(=O)Cc2ccccc2Cl)cc1 (stereo unspecified)
-1.4%	-3%	0.44	-0.22	0.049	-0.012	5%	-2%	17%	9%	8%	-3%	COc1ccc(/C=C/C(=O)c2ccc3c4c(cccc24)CC3)cc1
-1.0%	9%	-0.11	-0.18	0.36	-0.013	-1%	5%	-17%	16%	-44%	0%	CCCCn1c(SCC(=O)NCc2ccco2)nc2ccc(N3CCOCC3)cc2c1=O
-8.4%	5%	0.098	-0.11	0.41	-1	1%	-4%	-58%	4%	-103%	45%	CCOc1ccc(NC(=O)CN2CCN(CC(=O)c3ccc(OCC)cc3)CC2)cc1
-6.8%	3%	-0.86	-0.13	-0.31	0.48	-3%	0%	20%	0%	18%	3%	Cc1ccc(-c2nc(CN(C)Cc3cccc4cnccc34)c(C)o2)s1
-3.3%	7%	-0.93	-0.29	-0.64	0.81	2%	-9%	8%	9%	8%	12%	N/C(=N\OC(=O)Cc1cccs1)c1ccc(Br)cc1
-1.3%	0%	0.19	-0.38	0.2	0.71	0%	-8%	3%	-9%	-1%	6%	O=C(CSc1nnc(-c2ccncc2)o1)N1CCCCCC1

# Given with values under each structure: entries from further up.
# The line under a structure holds: XIAP displacement | M1AAP inhibition | Dynein cargo inh | Dynein cargo inh cytoplasmic EGFP | Dynein cargo inh nuclear GR-EGFP | Dynein cargo inh cell count | Siah-1 displacement | LYP inhibition | PMI inhibitors | AID2073 | human PMI inhibitors | P. falciparum M17LAP
- Brc1ccc(-c2noc(CCc3ccccc3)n2)o1
  -5.2% | 8% | 0.031 | -0.21 | 0.044 | 0.095 | 1% | -8% | -3% | -1% | 5% | -1%
- Fc1ccc(CSc2nnc(-c3ccco3)o2)cc1
  x | 4% | 1.2 | -0.26 | 0.17 | -0.65 | 0% | -5% | x | -2% | x | 1%
- CCOC(=O)c1ccc(N2CCN(C(C)=O)CC2)c(NC(=O)c2cccnc2)c1
  -4.2% | 0% | 0.69 | -0.27 | -0.032 | 0.058 | 13% | -6% | 15% | 4% | 4% | 10%

# (more compounds)
XIAP displacement	M1AAP inhibition	Dynein cargo inh	Dynein cargo inh cytoplasmic EGFP	Dynein cargo inh nuclear GR-EGFP	Dynein cargo inh cell count	Siah-1 displacement	LYP inhibition	PMI inhibitors	AID2073	human PMI inhibitors	P. falciparum M17LAP	SMILES
-1.9%	1%	-0.19	-0.33	-0.42	0.28	5%	-4%	-9%	-8%	-8%	9%	COc1ccc(NC(=O)c2cc(Br)ccc2Cl)c(OC)c1
x	11%	0.57	-0.22	0.28	-0.85	6%	0%	x	4%	x	27%	Cc1cc(C)c2c(=O)c(C#N)coc2c1
-3.7%	7%	0.058	0.45	0.91	-0.18	-2%	-6%	-24%	-13%	-24%	-2%	CCC1=NN(C(=O)C(=O)Nc2ccc(Br)cc2)C(O)(C(F)(F)F)C1 (stereo unspecified)
-5.4%	0%	-1.1	-0.23	-0.36	0.87	4%	-8%	4%	-4%	1%	1%	O=C(NCc1cccnc1)C(=O)NCC1CCCO1 (stereo unspecified)
-3.3%	6%	4.9	-0.22	3.3	-1.7	0%	1%	-1%	14%	6%	0%	CCOc1ccc(-c2nc(-c3ccc(OC)cc3)no2)cc1OCC
-3.6%	1%	-0.67	0.046	-0.17	0.49	5%	-4%	8%	-5%	6%	24%	CC(C)(C)c1ccc(C(=O)Nc2ccc(NC(=O)C(=O)O)cc2)o1
-4.4%	2%	0.9	-0.3	1	-0.72	-4%	-4%	-7%	5%	-7%	-6%	CN(C)C(=O)CCc1nc(-c2ccc(C(C)(C)C)cc2)no1
3.0%	3%	-1.5	-0.3	-0.6	0.85	18%	6%	25%	-4%	18%	0%	CCO[C@@H]1OC(C(=O)Nc2ccccc2)=C[C@H](c2ccc(C(F)(F)F)cc2)[C@H]1CCCO
-3.2%	4%	0.52	-0.26	0.91	0.14	-7%	-7%	6%	-32%	2%	0%	CCC(=O)N1c2ccc(S(=O)(=O)CCC(=O)NCc3cccs3)cc2CC1C (stereo unspecified)
-4.8%	1%	1.6	0.27	0.79	-2	0%	-7%	12%	-5%	2%	-3%	CCCNC(=O)Nc1nnc(C2CC2)s1
-4.5%	-8%	1.7	-0.099	1.1	-1.5	14%	-5%	-7%	-10%	-11%	10%	CC(=O)Nc1cccc(-c2nc3ccccc3s2)c1C
-5.1%	16%	-0.73	-0.16	-0.22	0.46	-3%	4%	-19%	32%	-40%	0%	CC(C)(C)NC(=O)Cc1ccc(S(=O)(=O)N2CCCC2)s1
-3.9%	-10%	0.48	-0.24	0.68	0.26	-5%	-4%	-3%	2%	2%	-9%	CC1(c2ccccc2)NC(=O)N(CC(=O)Nc2ccc3c(c2)OCO3)C1=O (stereo unspecified)
-3.1%	11%	-0.61	-0.24	-0.14	-0.46	7%	-1%	3%	-6%	-4%	9%	CC1(C)C2CCC(C2)C1(C)NC(=O)CN1CCN(Cc2ccccc2)CC1 (stereo unspecified)
-3.5%	1%	-0.68	-0.33	0.15	0.36	7%	2%	-2%	-3%	3%	0%	O=C(c1ccccn1)N1CCN(S(=O)(=O)c2ccccc2)CC1
-22%	u	0.72	-0.36	-0.082	-0.049	12%	1%	-12%	-15%	-1%	13%	Cc1cccc(N2NC(=O)/C(=C/c3ccc(-c4ccc(Cl)c(C(=O)O)c4)o3)C2=O)c1
-8.3%	-1%	-1.4	-0.23	-0.57	1.6	3%	-3%	18%	5%	7%	19%	COc1ccc(C(=O)CSc2ccc(-c3ccccc3)nn2)cc1
-8.6%	-22%	-0.58	-0.26	-0.54	0.31	-3%	-14%	0%	-6%	1%	-1%	CC1CCCCN1CC(=O)Nc1ccccc1Sc1ccccc1 (stereo unspecified)
-8.7%	8%	-0.042	-0.32	-0.098	-0.3	-10%	-2%	-17%	-5%	-13%	0%	CC1CCCC/C1=N\NC(=S)NCCc1ccccc1 (stereo unspecified)

# High-throughput results deposited in PubChem by several laboratories.
